EPAC1 antag = antagonists of human EPAC1; hit rate 0.14% among 360,000; O95398; EPAC1 GEF assay, Rap1b-BODIPY-GDP exchange fluorescence; Potency, µM (series often up to 115 µM), inactives show top-dose activity change, negative = inhibition, actives largely listed as inhibitors;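 also: potency is read from the fitted curve at half-maximal effect; plate controls were vehicle for no effect and positive control for full effect; nearly all actives have a fitted effect of over 50% in size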
IL2 activator = activates IL-2 in a cell-based reporter assay; AID 652025; IL-2 activation reporter assay, cell-based qHTS; stimulated with anti-CD3/CD4/CD28 beads; in transgenic mouse T cells; hit rate 0.065% among 360,000; activation, % (series mostly up to about 46 µM); in the data active = activation above about 50%; inconclusive = mostly about 30% to 49%; also: 0% is about no effect
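Unstimulated transgenic mouse T cells, 750 per well, received compound and, after 60 minutes, anti-CD3/anti-CD4 bead plus anti-CD28 stimulation. EGFP and DsRed were quantified after 18 hours.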
FUS yeast rescue = rescues growth of FUS-expressing yeast. S. cerevisiae FUS-expressing, growth rescue, OD600, 24 h. Potency, µM (highest dose often 76.6 µM), for the others: at the highest dose growth rescue (activation), actives largely listed as activators. hit rate 0.24% among 390,000;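 also: potency is read from the fitted curve at half-maximal effect; plate controls were DMSO vehicle for no effect and reference control for full effect; nearly all actives have a fitted effect of over 55% in size; some results filed as inactive show a strong effect at the top dose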
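Galactose (2%) drives FUS expression in yeast precultured in raffinose; seeding density OD 0.005. Test compounds incubated 24hr at 30C and 99% humidity before absorbance at 600 nm was measured.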
EPAC1 ag = agonists of human EPAC1; O95398; AID 720707; Potency, µM (highest dose often 154 µM), without a hit: at the highest dose activation, hits mostly activators; hit rate 0.073% among 360,000; EPAC1 agonist qHTS, biochemical assay; response scale: 100% = response to 6.5 mM cAMP; also: potency is read from the fitted curve at half-maximal effect; nearly all actives have a fitted effect of over 60% in size
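Compounds were pinned as a concentration titration into mixtures of EPAC1 (100 nM), BODIPY-GDP-loaded Rap1B (250 nM) and GDP (50 uM). After 5 min at room temperature, fluorescence was followed for 30 min; activity was scaled to 6.5 mM cAMP.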
Abeta rescue = restores growth of yeast expressing A-beta42 peptide. Potency, µM (doses to about 46.1 µM), without a hit: at the highest dose growth rescue, most hits filed as activators. yeast expressing A-beta42, growth rescue, OD600, 48 h; response scale: 0% DMSO, 100% iron-clioquinol control. hit rate 0.063% among 410,000; also: potency is read from the fitted curve at half-maximal effect; nearly all actives have a fitted effect of over 55% in size
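Yeast A-beta toxicity model in growth medium with pinned compounds, 48 h at 30 C; growth read as absorbance at 600 nm. Normalized to FeCl3/clioquinol equimolar mix (positive) and DMSO (negative).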
WRN inhibitor = WRN helicase (human) inhibition | Potency, µM (series often up to 114 µM), without a hit: top-dose activity change, negative = inhibition, most hits filed as inhibitors | Q14191 | WRN helicase unwinding, fluorescent forked duplex, kinetic | AID 651768 | hit rate 0.46% among 360,000; also: potency is read from the fitted curve at half-maximal effect; % is scaled to controls: 0 for no effect and ±100 for the full control effect; nearly all actives have a fitted effect of over 55% in size
Target sequence (Q14191 whole entry, looked up): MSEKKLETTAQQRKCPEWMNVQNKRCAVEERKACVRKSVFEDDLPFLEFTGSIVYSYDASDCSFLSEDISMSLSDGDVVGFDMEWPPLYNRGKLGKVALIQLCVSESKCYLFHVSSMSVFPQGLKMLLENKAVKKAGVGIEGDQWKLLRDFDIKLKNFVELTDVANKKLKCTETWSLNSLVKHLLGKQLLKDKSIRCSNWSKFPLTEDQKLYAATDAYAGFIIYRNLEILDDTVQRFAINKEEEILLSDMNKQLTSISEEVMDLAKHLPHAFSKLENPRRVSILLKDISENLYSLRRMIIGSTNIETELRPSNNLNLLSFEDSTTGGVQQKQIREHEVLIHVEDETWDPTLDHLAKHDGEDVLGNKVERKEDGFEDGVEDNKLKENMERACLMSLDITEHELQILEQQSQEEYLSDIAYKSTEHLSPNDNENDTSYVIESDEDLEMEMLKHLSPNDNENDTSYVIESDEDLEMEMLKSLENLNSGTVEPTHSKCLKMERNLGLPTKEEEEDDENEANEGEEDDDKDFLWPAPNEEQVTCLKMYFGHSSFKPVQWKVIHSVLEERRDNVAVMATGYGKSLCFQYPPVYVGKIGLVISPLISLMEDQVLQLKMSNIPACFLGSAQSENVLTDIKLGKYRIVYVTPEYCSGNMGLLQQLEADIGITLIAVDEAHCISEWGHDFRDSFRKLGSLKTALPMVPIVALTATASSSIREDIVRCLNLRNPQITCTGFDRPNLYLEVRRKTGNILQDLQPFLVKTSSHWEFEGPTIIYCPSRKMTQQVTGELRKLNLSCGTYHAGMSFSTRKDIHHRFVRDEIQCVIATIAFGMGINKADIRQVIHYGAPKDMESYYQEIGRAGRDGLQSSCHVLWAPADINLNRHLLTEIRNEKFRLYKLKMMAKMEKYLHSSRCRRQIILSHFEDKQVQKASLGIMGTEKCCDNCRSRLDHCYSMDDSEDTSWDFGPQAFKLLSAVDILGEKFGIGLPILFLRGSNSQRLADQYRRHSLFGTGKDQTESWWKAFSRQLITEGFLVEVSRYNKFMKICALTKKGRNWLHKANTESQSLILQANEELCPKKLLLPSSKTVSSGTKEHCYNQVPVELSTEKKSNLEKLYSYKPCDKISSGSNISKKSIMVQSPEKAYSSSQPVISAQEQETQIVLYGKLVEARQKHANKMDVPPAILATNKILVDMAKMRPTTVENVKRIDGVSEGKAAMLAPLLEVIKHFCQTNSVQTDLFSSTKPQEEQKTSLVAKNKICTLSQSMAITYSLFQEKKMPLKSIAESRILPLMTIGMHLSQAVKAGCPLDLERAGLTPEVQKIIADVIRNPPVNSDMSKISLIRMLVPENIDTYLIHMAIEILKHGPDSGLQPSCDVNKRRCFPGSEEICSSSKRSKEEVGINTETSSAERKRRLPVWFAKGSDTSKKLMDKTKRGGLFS
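Screening of the MLSMR collection measured strand separation of a quenched forked DNA duplex (100 nM) by 20 nM WRN with 2 mM ATP, all final. Compounds were preincubated with enzyme 15 min at room temperature.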
PLK1 PBD block = PLK1 (human) polo-box domain binding inhibition | P53350 | Plk1 PBD binding of FITC phosphopeptide, fluorescence polarization | Potency, µM, inactives show max response, negative = inhibition, hits mostly inhibitors | hit rate 2.8% among 360,000 | AID 720504; also: potency is read from the fitted curve at half-maximal effect; series mostly up to about 57 µM; % is scaled to controls: 0 for no effect and ±100 for the full control effect; nearly all actives have a fitted effect of over 65% in size
PI5P4Ka inh = blocks human PI5P4K alpha kinase activity; max response, %; AID 652105; PI5P4Kalpha enzyme, ADP-Glo luminescence, 60 min; stronger effect = lower value; hit rate 1.2% among 330,000; active = max response of -50% or lower; inconclusive = between -30% and -50%; inactive = -30% or higher; also: value at the top dose of about 77 µM; % is scaled to controls: 0 for no effect and ±100 for the full control effect
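Reactions run in 0.038 M HEPES pH 7.4, 0.28 mM EGTA, 0.1% CHAPS and 5% DMSO, with PI5P4Kalpha, substrate, compound and 5 microM ATP final, one hour at room temperature. Readout is ADP-Glo luminescence.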
* = called active by the depositor; ? = inconclusive; . = not tested or not shown; [ ] = another dose, or the depositor's remark. Unless noted, calls follow the shape of the dose curve; as a rule, active = well fitted curve in the direction sought with a large enough effect; inconclusive = small, poorly fitted or top-dose-only effect, or another doubt; inactive = no such curve, though single readings can be large; an effect the other way counts as inactive or inconclusive.

# | Structure | EPAC1 antag | IL2 activator | FUS yeast rescue | EPAC1 ag | Abeta rescue | WRN inhibitor | PLK1 PBD block | PI5P4Ka inh
1 | Cc1ccc(Oc2ncccc2NC(=O)CC(CC(=O)O)c2ccccc2)c2c1CCC2 (stereo unspecified) | -9% | -1.7 | 32% | -8% | 18% | 4% | -3% | 0
2 | C=C(C)CN1C(=O)C2(OCCO2)c2ccccc21 | 8% | 2.0 | -3% | -7% | -4% | 20% | -7% | 1
3 | CC(C)(C)c1ccc(C(=O)OCCN2CCCCC2)cc1 | 5% | -0.3 | -31% | 0% | -5% | -4% | -11% | -2
4 | O=c1[nH][nH]c(C(F)(F)F)c1C=Nc1ccccc1Cl | 5% | 5.1 | -4% | -3% | 7% | 4% | 0% | -20
5 | CC(=O)c1cc2c(cc1NC(=O)CCc1c(C)nc3ncnn3c1C)OCO2 | -3% | -1.2 | . | -7% | -8% | -4% | 2% | -1
6 | Cc1ccc(C(=O)OCC(=O)Nc2ccc(C)c(S(=O)(=O)N3CCCCC3)c2)c(O)c1 | 1% | -2.4 | -37% | 3% | -4% | 5% | -1% | 1
7 | CCOC(=O)C1=CCN(S(=O)(=O)c2ccc(C)cc2)C1c1ccc(C(C)C)cc1 (stereo unspecified) | -23% | -1.0 | 33% | -9% | 1% | -14% | -3% | -4
8 | CS(=O)(=O)Nc1ccc(OCc2ccccc2)cc1 | 12% | 1.9 | 31% | 8% | -6% | -6% | -8% | .
9 | Clc1cccc(-c2noc3ncnc(Nc4ccc5c(c4)OCO5)c23)c1 | 0% | -4.3 | -8% | -5% | 24% | 4% | -11% | -7
10 | O=C(C[n+]1ccccc1)N1c2ccccc2Sc2ccccc21 | -25% | -0.8 | 15% | -7% | 0% | 6% | -5% | -1
11 | C=Cc1ccc(Cn2c(C)c(C(=O)NCc3ccc4c(c3)OCCO4)sc2=O)cc1 | -22% | -0.6 | ? | -6% | 24% | -4%[57.1 µM] | -3% | -3
12 | O=C(CCC1CCCC1)Nc1ccc(OCC(=O)N2CCOCC2)cc1 | 11% | 1.3 | 10% | -6% | 22% | 6% | 3% | .
13 | O=C(/C=C/c1cccc([N+](=O)[O-])c1)c1ccc([N+](=O)[O-])o1 | -4% | -0.5 | 23% | -15% | -86%[inhibitor] | -24% | 5.3µM* | ?
14 | CCc1ccc2c(c1)C1(NN=C(c3ccccc3)S1)C(=O)N2 (stereo unspecified) | -4% | 0.1 | ? | 11% | -80%[inhibitor] | ? | ? | -21
15 | CCOC(=O)C1(C)CCCCCN1C(=O)c1ccc(N(C)C)cc1 (stereo unspecified) | -8% | -0.7 | 10% | 8% | 11% | 4% | -7% | -1
16 | Cc1cc(S(=O)(=O)NCc2ccccc2)ccc1OCC(=O)NCc1ccccn1 | -15% | -0.6 | 16% | 3% | -4% | 2% | -19% | -1
17 | COC(=O)c1ccc(CSc2nc3ccccc3c(=O)n2-c2ccc(OC)c(OC)c2)o1 | 0% | -1.1 | 17% | 20% | 0% | -8% | -8% | .
18 | O=S(=O)(c1ccccc1)N1CCN(C(=S)Nc2ccccc2)CC1 | 11% | -2.1 | 7% | 8% | 6% | 4% | -12% | 0
19 | Cc1ccc(NC(=O)Cc2noc3ccccc23)cc1 | -2% | -4.3 | 6% | -1% | 6% | 8% | -1% | .
20 | O=C(OCC(CO)OC(CO)n1ccc(=O)[nH]c1=O)c1ccccc1 (stereo unspecified) | 6% | -0.9 | 1% | 0% | 13% | -17%[57.1 µM] | -2% | 4

(more compounds)
# | Structure | EPAC1 antag | IL2 activator | FUS yeast rescue | EPAC1 ag | Abeta rescue | WRN inhibitor | PLK1 PBD block | PI5P4Ka inh
21 | CC(C)c1nc2c(c(=O)c3ccccc3n2C)c(=O)n1-c1ccc(F)cc1 | 0% | -0.5 | 11% | 7% | -4% | 3% | -8% | 1
22 | CCOc1ccc(S(=O)(=O)N(CC(=O)NCC2CCCO2)c2ccc(F)cc2)cc1 (stereo unspecified) | 5% | -0.3 | 32% | 1% | -13% | -9% | -4% | -9
23 | CCOCCOC(=O)C1=C(C)NC(=O)NC1c1cc2c(cc1Br)OCO2 (stereo unspecified) | 7% | 1.9 | -21% | 11% | 15% | 8% | -5% | 3
24 | CC(=O)Nc1ccc(NC(=O)CSc2nc(=O)n(CCCN3CCOCC3)c3c2CCC3)cc1 | 12% | -1.0 | -6% | 4% | 2% | 9% | 1% | -3
25 | O=C(COC(=O)c1c(F)cccc1F)Nc1ccccc1OC(F)F | 3% | -0.8 | 0% | 5% | 0% | -6% | -9% | -8
26 | C/C(=N\Nc1cccc(C(=O)O)c1)c1ccc(Cl)s1 | 11% | -2.6 | 7% | 0% | -90%[inhibitor] | -18% | ? | 3
27 | C/C(CCc1ccccc1)=N\NC(=O)CC(=O)NCCc1ccccc1 | 2% | -0.1 | . | 1% | 22% | -2% | -7% | 0
28 | Cc1cc(C(=O)N/N=C/c2cc(Br)cc([N+](=O)[O-])c2O)c2ccccc2n1 | -24% | -0.4 | . | -10% | -65%[inhibitor] | -41% | -1% | ?
29 | Cn1cccc1C(=O)c1cccc([N+](=O)[O-])c1 | -8% | -0.3 | -32% | -3% | 0% | -1% | -13% | 1
30 | COc1ccc(CC(=O)Nc2ccc(N3CCCC3)c(C)c2)cc1 | 0% | 2.4 | 26% | 3% | 8% | -8% | -14% | -6
31 | Cc1cc(=O)oc2cc(OCC(=O)N3CCN(c4ccc(F)cc4)CC3)c(Cl)cc12 | 0% | -2.4 | -12% | 5% | 2% | 3% | -11% | -1
32 | O=C(NCC(c1ccco1)N1CCCCC1)c1cc2c(s1)CCCC2 (stereo unspecified) | 1% | 3.0 | 5% | 2% | -6% | 0% | -2% | 4
33 | CC1=C(C(=O)N2CCCCCC2)CC(CC(=O)NCCN2CCOCC2)C(=O)N1Cc1ccc(C(C)(C)C)cc1 (stereo unspecified) | -3% | -0.5 | 14% | -11% | -7% | 0% | -1% | -2
34 | COc1ccc(CN2C(=O)c3ccccc3C2=O)cc1C(=O)O | 7% | 0.2 | -23% | 4% | -11% | -3% | -5% | -1
35 | COC(=O)c1ccc(/C=C(\C#N)c2ccccn2)cc1 | -8% | -0.7 | 6% | 3% | -15% | -5% | -5% | -9
36 | Cc1nc(SCc2ccccc2)c2oc3ccccc3c2n1 | -24% | -0.6 | 19% | 21% | -7% | -1% | -9% | 28
37 | COc1ccccc1CC(=O)NCCCc1ccccc1 | -19% | 1.2 | -6% | 7% | -16% | 4% | -12% | 5
38 | O=C(CCCN1C(=O)/C(=C\c2ccco2)SC1=S)Nc1ccc2ccccc2c1 | -18% | 0.1 | . | -2% | 17% | 0% | -15% | -24
39 | COc1ccc2occ(C(C)=O)c2c1 | -8% | -1.8 | 4% | 9% | -11% | -2% | -4% | .
40 | N#Cc1ccccc1NCc1ccccc1 | 0% | -4.0 | . | 4% | -9% | -30% | -11% | 9

In the list so far, these contain a cyano group:
# | Structure | EPAC1 antag | IL2 activator | FUS yeast rescue | EPAC1 ag | Abeta rescue | WRN inhibitor | PLK1 PBD block | PI5P4Ka inh
35 | COC(=O)c1ccc(/C=C(\C#N)c2ccccn2)cc1 | -8% | -0.7 | 6% | 3% | -15% | -5% | -5% | -9
40 | N#Cc1ccccc1NCc1ccccc1 | 0% | -4.0 | . | 4% | -9% | -30% | -11% | 9

Following part
# | Structure | EPAC1 antag | IL2 activator | FUS yeast rescue | EPAC1 ag | Abeta rescue | WRN inhibitor | PLK1 PBD block | PI5P4Ka inh
41 | CN(NC(N)=O)c1ncc(C(F)(F)F)cc1Cl | 5% | -1.3 | 7% | 2% | -6% | 0% | -5% | 1
42 | CC(Oc1cc(F)ccc1[N+](=O)[O-])C(=O)N(C)CC(=O)Nc1ccccc1C(F)(F)F (stereo unspecified) | 7% | 1.7 | 29% | -5% | -9% | 9% | -9% | -7
43 | CCOC(=O)c1c(-c2ccccc2)oc2ccc(O)c(CN3CCOCC3)c12 | -9% | -0.4 | -6% | 24% | -4% | -14% | 12µM* | -26
44 | CN(CC(=O)Nc1cccc(F)c1)C(=O)/C=C/c1cn(Cc2ccccc2)nc1-c1cccnc1 | -16% | 1.7 | 24% | -7% | -3% | -24% | 3% | 1
45 | CCOC(=O)c1ccccc1NC(=O)Cn1c(-c2nonc2N)nc2ccccc21 | 4% | -2.1 | 24% | 2% | 11% | -6% | 6% | .
46 | COc1ccc(C2CC(=O)C=C(NC3CCCC3)C2)cc1 (stereo unspecified) | -23% | -0.5 | 42% | 0% | 2% | -13% | -7% | -23
47 | CCN(CC(=O)Nc1c(F)cccc1F)C(=O)c1ccc(S(=O)(=O)N2CCCC2)cc1 | -8% | -5.0 | -1% | -7% | 9% | ? | -7% | 6
48 | CC(C)c1ccc(C(CC(=O)O)N2Cc3ccccc3C2=O)cc1 (stereo unspecified) | -1% | 0.3 | -6% | 17% | 9% | -2% | -14% | 3
49 | C/C(=N\NS(=O)(=O)c1ccc(Cl)cc1)c1ccc(O)cc1 | -14% | -0.2 | 7% | 5% | 9% | -7% | -3% | .
50 | COc1ccc(NC(=O)CC(=O)Nc2ccc(OC)cc2)cc1 | 11% | -0.7 | 20% | -2% | -2% | 0% | 5% | -5
51 | CCCNC(=O)N(C)C[C@H]1Oc2ncc(C#CCc3ccccc3)cc2C(=O)N([C@H](C)CO)C[C@H]1C | 31%[activator] | -3.4 | 34% | -19% | 13% | 5% | 27µM* | -9
52 | Cc1ccc(CC(=O)NCC2CCCCC2)cc1 | 7% | 0.0 | -16% | -7% | -13% | -5% | -10% | -2
53 | CSc1nc2ccccc2n1C(=O)Oc1ccccc1 | 1% | -0.3 | -2% | -1% | -7% | 0% | -10% | .
54 | Cc1ccc(C(C)C)cc1OCC(=O)N1CCN(C(=O)c2ccco2)CC1 | -4% | -0.3 | 15% | 1% | 17% | -5% | -4% | -5
55 | OC[C@@H]1CN(Cc2ccc(Cl)cc2)C[C@H](n2cnc3c(NC4CCCC4)ncnc32)O1 | -2% | -0.1 | 27% | 1% | -7% | -2% | 4% | -1
56 | Cc1csc(=O)n1CC(=O)OCC(=O)Nc1ccc(F)c(F)c1F | 1% | 1.2 | -24% | 2% | -2% | 1% | 4% | 1
57 | O=C(COC(=O)/C=C/c1ccco1)NCc1ccc(Cl)cc1 | 19% | 0.2 | -10% | 3% | -9% | -2%[11.6 µM] | -3% | -15
58 | CNC(=O)C(Sc1ccccc1)c1ccccc1 (stereo unspecified) | -10% | 0.1 | 9% | 7% | 22% | 5% | -11% | 1
59 | Cc1cc2c(nn1)CCc1c-2no[n+]1[O-] | 12% | 0.1 | -6% | -6% | 10% | 10% | -5% | 4

Compound activity: PubChem BioAssay, National Center for Advancing Translational Sciences (NCATS)
